Source: PubChem (Broad Institute)
PAX8 inh HTS – inhibitors of PAX8 transcriptional activity in RMG-I cells; 1.2% of 360,000 active; RMG-I TPO-luciferase reporter, SteadyGlo, 24 h; inhibition, % at 12.6 µM;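 active means mean replicate inhibition at least 60% with every replicate also reaching 60%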;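 further: luciferase light reporting Pax8 driven TPO promoter activity; plate controls were median of neutral control wells for no effect and mitoxantrone controls for full effect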
FN deposit inh – fibronectin deposition inhibition. AH1F fibroblasts, Alexa488-fibronectin deposition fluorescence, overnight. inhibition, % at 12.6 µM. 0.086% of 350,000 active;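 active means mean inhibition across replicates of 30% or more, regardless of how many single replicates reach that level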;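 further: positive control wells lacked labelled fibronectin entirely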
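Assay system: AH1F fibroblasts assembling fluorescent fibronectin matrix; Amount: 10000 AH1F cells per well; Buffer or medium: DMEM, 2% serum; Probe or stimulus: Alexa488-fibronectin, 24 nM final in well; Doses: single compound dose, delivered by pin transfer; Incubation: 1 h adhesion, overnight exposure; Measured by: fluorescence 485/525 nm; Read-out: fibronectin deposition inhibition.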
PGC1a acetyl inh – lowers PGC1a acetylation signal in U2OS cells. AID 651687. AlphaScreen anti-acetyl-lysine; with virally co-expressed GCN5 acetyltransferase. inhibition, % at 15.6 µM. 0.17% of 350,000 active;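 active means every replicate shows inhibition of at least 40%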;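 further: 0% = neutral control wells and 100% = positive control wells; some results beyond the cut were filed as inactive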
EWS-Fli inh – blocks EWS/Fli oncoprotein-driven transcription; A673 NR0B1-luciferase reporter, viability-normalised; inhibition, % at 12.6 µM; 0.67% of 350,000 active; AID 651661;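 active means mean inhibition of at least 50% after viability correction, with every replicate also passing that limit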;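 further: firefly luciferase signal divided by Alamar Blue viability fluorescence both relative to DMSO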
miR-122 sensor – inhibitors of miR-122 in Huh7 cells | 0.3% of 340,000 active | activation (reporter increase), % at 12.5 µM | Huh7 miR-122 Renilla luciferase sensor, 48 h; neutral wells = 0, positive control = 100;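 active means mean replicate activation score at least 90 and every replicate individually at or above 90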;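 further: higher luciferase means less miR-122 activity so hits act as miR-122 inhibitors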
Cneo AK release – Cryptococcus neoformans lysis via adenylate kinase release; C. neoformans lysis, adenylate kinase release luminescence, 4 h; normalised: neutral wells 0, clomiphene wells 100; lysis activity, % at 15 µM; 0.2% of 360,000 active; AID 651654;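 active means mean lysis activity across replicates of at least 80%, whatever share of replicates individually reach that level; inactive means mean lysis activity below 80%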
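Material: C. neoformans cells; Schedule: 4 h static compound exposure, 37 °C, read 1 h post-reagent; Measured by: adenylate kinase release luminescence; Read-out: signal increase indicating cell lysis; Controls: Clomiphene as positive lysis control.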
Casp6 inh – inhibitors of human caspase-6 | inhibition, % at 12.5 µM | purified caspase-6, Z-VEID-R110 cleavage fluorescence | 0.53% of 350,000 active | P55212;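 active means mean inhibition across replicates at least about 35%, with every replicate also reaching that limit, limit read from the data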;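 further: 0% = median of neutral control wells and 100% = no fluorescence left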
Target sequence (P55212 24-179 limits assumed): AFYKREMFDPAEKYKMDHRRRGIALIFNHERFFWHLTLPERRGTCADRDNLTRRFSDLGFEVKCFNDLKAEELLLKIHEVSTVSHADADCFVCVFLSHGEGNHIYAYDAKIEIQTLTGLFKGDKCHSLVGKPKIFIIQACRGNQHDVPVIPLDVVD
Target sequence (P55212 194-293 limits assumed): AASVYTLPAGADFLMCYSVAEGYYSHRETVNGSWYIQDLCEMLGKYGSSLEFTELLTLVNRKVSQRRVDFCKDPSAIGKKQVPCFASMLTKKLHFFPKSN
LGR2 inh – inhibitors of bursicon-induced Drosophila LGR2 receptor cAMP signaling. AID 720647. HEK293 LGR2, CRE-luciferase, bursicon-stimulated, 4 h. 0.35% of 380,000 active. inhibition, % at 9.99 µM;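 active means drop in luminescence signal, shown as inhibition above about 50% in the replicate tests, limit read from the data, passing the limit was not always enough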;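 further: agonist challenge used bursicon conditioned medium at about half maximal strength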
Numbers without * were called inactive; . = no result given; & = joins results of further samples; ! = not confirmed by another sample; [ ] = another dose, or the depositor's remark. This is a random part of the collection; 2.5% or so of the library scored in one or more.

1	CCCCN(C(=O)C1CCC1)c1c(N)n(CC(C)C)c(=O)[nH]c1=O
2	C[C@H]1CN([C@@H](C)CO)C(=O)c2cc(C#CC3(O)CCCC3)cnc2O[C@H]1CN(C)C(=O)C1CC1
3	COc1cccc(-c2oc3c(c2C#CC2(N)CCCCC2)C(O)CCC3)c1 (stereo unspecified)
4	N=c1c(C(=O)NCCc2ccccc2)cc2c(=O)n3ccccc3nc2n1Cc1ccco1
5	C[C@@H]1CN([C@@H](C)CO)C(=O)c2cc(N(C)C)ccc2O[C@@H](C)CCCCO[C@H]1CN(C)C(=O)CCCN(C)C
6	CC(=O)Nc1cccc(C(=O)N2CCN(Cc3ccccc3)CC2)c1
7	CCC(=O)N1CC2(CN(Cc3ccc(Cl)cc3)C2)c2c(n(C)c3cc(OC)ccc23)[C@@H]1CO
8	COc1ccc2oc(C(=O)N3CCN(S(=O)(=O)c4cccc([N+](=O)[O-])c4)CC3)c(C)c2c1
Screen / compound no.	1	2	3	4	5	6	7	8
EWS-Fli inh	-9.6	7.2&2.3	-8.8	19.0	0.8	.	-0.4	.
Cneo AK release	.	-0.1&0.6	.	.	0.4	0.5	.	0.7
FN deposit inh	6.0	-0.1	.	-3.0	.	-2.3	.	-5.6
PAX8 inh HTS	-12.2	7.8&-10.6	-4.5	-3.7	-1.4	.	-5.1	22.4
Casp6 inh	1.4	-1.9&-4.1	-1.7	2.3	-0.5	.	0.0	0.0
PGC1a acetyl inh	-0.2	3.1&5.7	.	.	3.0	10.4	-23.0	.
LGR2 inh	4.3	-3.8	-3.9	13.4	2.9	.	6.6	-2.3
miR-122 sensor	-6.8	0.6	.	0.4	9.0[16.7 µM]	6.6	.	2.3

9	COc1ccccc1C(NC(=O)C1CCN(CCOc2ccccc2)CC1)c1ccccn1 (stereo unspecified)
10	O=C(Nc1ccc(-c2nc3ccccc3s2)c(O)c1)C1=COCCO1
11	C[C@H](CO)N1C[C@H](C)[C@H](CN(C)S(=O)(=O)c2cn(C)cn2)Oc2ncc(/C=C/c3ccccc3)cc2C1=O
12	OC(Cc1ccccc1Br)c1ncc(-c2cccc(C(F)(F)F)c2)[nH]1 (stereo unspecified)
13	C[C@@H]1CN([C@H](C)CO)C(=O)c2cccc(NC(=O)c3ccncc3)c2O[C@@H]1CN(C)Cc1ccc(C(F)(F)F)cc1
14	CN(Cc1c(C(=O)N/N=C/c2ccccc2F)nnn1-c1nonc1N)c1ccccc1
15	O=C(C1CCCC1)N1CC(=O)N2[C@H](C1)[C@H](c1ccc(C#CC3CCCC3)cc1)[C@@H]2CO
16	O=C(c1c[nH]c(C(=O)C(Cl)(Cl)Cl)c1)c1ccc(F)cc1F
Screen / compound no.	9	10	11	12	13	14	15	16
EWS-Fli inh	4.6	-5.2	-5.7&0.6	-4.1	7.2	.	-5.2	14.9
Cneo AK release	-8.4	.	96.6*!	0.4	-0.7	-0.2	.	.
FN deposit inh	3.8	-1.7	2.7	6.4	4.3	10.2	.	-1.2
PAX8 inh HTS	8.4	-171.3	16.2&5.3	14.9	2.7	1.4	23.8	5.1
Casp6 inh	-0.2	.	-3.6&-10.6	1.5	0.9	0.0	-4.6	4.2
PGC1a acetyl inh	4.8	.	-3.1&-5.6	.	-2.2	-6.8	5.5	.
LGR2 inh	7.7	1.3	6.6	13.6	20.0	14.9	15.7	-2.0
miR-122 sensor	-2.4	.	32.7&86.6[16.7 µM]	3.9	9.0[16.7 µM]	2.4	.	.

17	O=C(COc1ccc(F)cc1)N1CCCc2ccccc21
18	CCSc1nnc(NC(=O)Cc2ccccc2OC)s1
19	CCN1CCC(NC(=O)Nc2cccc(C(F)(F)F)c2)CC1
20	CC(=O)N/N=C(\C)c1cccc(NC(=O)c2cccs2)c1
21	Cc1noc(C)c1COc1ccccc1C(=O)N(C)CC(=O)Nc1cccc(F)c1
22	Cc1ccc2cc(CCNS(=O)(=O)c3ccc(F)cc3)c(=O)[nH]c2c1
23	Cc1ccc(S(=O)(=O)Oc2ccc(/C=C(/NC(=O)c3ccccc3)C(=O)NC(C)C(=O)O)cc2)cc1 (stereo unspecified)
24	COc1ccc(CCC(C)N2CCOCC2)cc1 (stereo unspecified)
Screen / compound no.	17	18	19	20	21	22	23	24
EWS-Fli inh	-14.5	.	-2.8	-15.5	-0.7	-4.3	-2.9	-7.6
Cneo AK release	-0.3	-1.3	.	.	0.0	0.1	.	-0.5
FN deposit inh	4.5	-3.0	13.6	-3.5	-0.4	15.5	8.9	4.6
PAX8 inh HTS	-17.9	5.7	12.9	19.8	8.7	30.8	-4.8	-33.5
Casp6 inh	0.4	.	-3.4	-1.9	0.4	3.2	-1.0	1.8
PGC1a acetyl inh	.	-1.7	.	.	.	-1.4	.	6.1
LGR2 inh	-0.5	.	0.1	3.3	-5.3	-3.6	-12.0	-9.5
miR-122 sensor	-0.7	-5.2	.	.	-1.1	-1.6	.	5.7

25	O=C(NCC[C@H]1CC[C@@H](NC(=O)C2CCCC2)[C@@H](CO)O1)c1ccc(F)cc1
26	CC1CCC2(CC1)NC(=O)N(CC(=O)c1ccc(Cl)s1)C2=O (stereo unspecified)
27	C[C@@H]1CN([C@@H](C)CO)C(=O)c2cc(NC(=O)Nc3ccc(F)cc3)ccc2O[C@H]1CN(C)Cc1ccccc1
28	O=C(CN(CCc1ccccc1)S(=O)(=O)c1ccc(Cl)cc1)N/N=C/c1ccccc1C(=O)O
29	COCC(=O)N(C)C[C@H]1[C@H](c2ccc(-c3ccccc3)cc2)[C@H](CO)N1C(C)=O
30	O=C(CC1C(=O)NCCN1Cc1ccccc1)NCCC1=CCCCC1 (stereo unspecified)
31	Cc1ccc(C(=O)COC(=O)c2ccccc2NC(=O)c2ccccc2)cc1[N+](=O)[O-]
32	CCOC(=O)Cn1c(CN(C)Cc2ccccc2)nc2c1c(=O)n(C)c(=O)n2C
Screen / compound no.	25	26	27	28	29	30	31	32
EWS-Fli inh	4.6	.	3.2	-6.2	1.5	1.7	-0.9	.
Cneo AK release	1.6	2.7	10.1	.	-4.5	0.8	0.6	-2.0
FN deposit inh	.	-11.0	.	-15.8	3.5	-8.0	2.4	1.0
PAX8 inh HTS	-10.6	.	-5.4	6.7	7.5	16.0	-9.1	7.2
Casp6 inh	1.4	1.9	0.7	1.8	-2.8	-0.3	-2.1	.
PGC1a acetyl inh	-6.4	1.1	0.0	.	6.5	-13.9	-1.7	-1.9
LGR2 inh	0.0	-5.9	4.0	0.0	-11.0	5.6	0.9	.
miR-122 sensor	0.5[16.7 µM]	.	7.4[16.7 µM]	.	-8.3[16.7 µM]	0.6	-4.5	.

33	CCOC(=O)c1c[nH]c2c(C(F)(F)F)cccc2c1=O
34	CCCCNC(=O)C1(C)CCN1C(=O)c1ccc2c(c1)C(C)(C)CCC2(C)C (stereo unspecified)
35	COc1ccccc1S(=O)(=O)N1CC[C@@H]2[C@@H](CO)Nc3ccc(-c4ccc(F)cc4)cc3[C@@H]21
36	N#Cc1ccccc1OCC(=O)N1CCN(C(=O)c2ccco2)CC1
37	CCN(CC)c1cc(C)c2cc(NC(=O)c3ccc(Br)o3)ccc2n1
38	C[C@H](CO)N1C[C@H](C)[C@@H](CN(C)C(=O)NC2CCCCC2)Oc2c(NS(=O)(=O)c3ccc(F)cc3)cccc2C1=O
39	Cc1ccc(N/N=C/C=C/c2ccco2)cc1
40	CSc1ncccc1C(=O)Nc1nccs1
Screen / compound no.	33	34	35	36	37	38	39	40
EWS-Fli inh	6.4	13.5	43.6	.	.	1.3	-172.9	-0.8
Cneo AK release	.	-0.8	-14.0	1.9	0.5	15.2	.	-2.8
FN deposit inh	.	-4.1	-2.9	-3.9	2.4	2.3	5.1	3.3
PAX8 inh HTS	-18.3	-3.3	71.3*	-7.7	10.4	2.0	-83.3	-15.1
Casp6 inh	1.5	-0.7	-2.0	-1.5	.	-0.2	-0.6	-1.6
PGC1a acetyl inh	.	-4.4	9.2	-2.5	4.8	.	.	.
LGR2 inh	4.7	13.4	9.2	-8.8	.	-2.9	-50.9	-8.7
miR-122 sensor	.	-1.6	68.5[16.7 µM]	-2.9	0.7	19.6	.	.

The closing 2 compounds of the part above come first, to join the parts:
39	Cc1ccc(N/N=C/C=C/c2ccco2)cc1
40	CSc1ncccc1C(=O)Nc1nccs1
41	O=C(C[C@@H]1C[C@H]2c3cc(NC(=O)NC4CCCCC4)ccc3O[C@H]2[C@@H](CO)O1)NCc1ccccn1
42	O=C(CCNS(=O)(=O)c1ccccc1F)NC1CCCCCC1
43	COCCN(C(=O)CC1OC(=O)c2ccccc21)c1c(N)n(Cc2ccccc2)c(=O)[nH]c1=O (stereo unspecified)
44	CN(C)C(=O)c1ccc(-c2ccc([C@@H]3[C@H](CO)N4CCCCN(Cc5cncnc5)C[C@@H]34)cc2)cc1
45	CCOc1ccc(OCc2ccc(C(=O)Nc3cccnc3)cc2)cc1
46	O=C(C[C@@H]1C=C[C@H](NC(=O)NC2CCCCC2)[C@@H](CO)O1)NCc1ccccc1
47	OC[C@H]1[C@@H](c2ccc(C#CC3(O)CCCC3)cc2)[C@H]2CN(Cc3ccncc3)CCCCN21
48	CCC(=O)N1CCN(c2ccc(NC(=S)NC(=O)C(C)C)cc2)CC1
Screen / compound no.	39	40	41	42	43	44	45	46	47	48
EWS-Fli inh	-172.9	-0.8	-1.3	-7.0	-0.5	-24.9	-27.3	-1.4	-2.4	1.3
Cneo AK release	.	-2.8	6.1	-1.6	0.7	-2.1	0.4	-4.6	1.1	.
FN deposit inh	5.1	3.3	.	-5.0	-7.9	.	4.1	.	.	14.3
PAX8 inh HTS	-83.3	-15.1	-12.2	-16.6	-13.5	-23.4	-37.2	2.5	-9.4	-5.1
Casp6 inh	-0.6	-1.6	-0.1	0.9	-1.4	-20.6	2.5	-4.4	-0.4	-2.5
PGC1a acetyl inh	.	.	-11.9	-8.7	-1.0	-0.5	-21.5	2.9	-3.9	.
LGR2 inh	-50.9	-8.7	11.8	-21.3	-3.4	-9.4	-61.5	-3.1	1.0	8.6
miR-122 sensor	.	.	-4.9[16.7 µM]	.	-1.6	-0.1[16.7 µM]	-5.8	-5.5[16.7 µM]	3.7[16.7 µM]	.

49	COc1ccc(F)cc1S(=O)(=O)N1CCCCC1
50	COc1ccc(C(O)c2nc(-c3ccc(OC)nc3)cs2)cc1 (stereo unspecified)
51	CC1(C(=O)Nc2ccc3c(c2)OCCO3)CSCC(=O)N1CCc1ccccc1F (stereo unspecified)
52	C[C@@H]1CN([C@H](C)CO)C(=O)Cc2cc(NC(=O)Nc3cccc4ccccc34)ccc2O[C@@H]1CN(C)Cc1ccc(Oc2ccccc2)cc1
Screen / compound no.	49	50	51	52
EWS-Fli inh	-0.7	3.5	-23.6	6.9
Cneo AK release	.	3.3	.	1.5
FN deposit inh	3.5	-9.5	-3.4	.
PAX8 inh HTS	15.7	-11.0	-21.2	31.0
Casp6 inh	0.6	0.9	-0.9	-0.8
PGC1a acetyl inh	-2.9	-6.7	.	-11.4
LGR2 inh	2.4	2.7	-29.8	14.3
miR-122 sensor	9.4	-1.5	.	-3.5[16.7 µM]

An excerpt from above, reduced to EWS-Fli inh and PGC1a acetyl inh.
cpd | smiles | EWS-Fli inh | PGC1a acetyl inh
25 | O=C(NCC[C@H]1CC[C@@H](NC(=O)C2CCCC2)[C@@H](CO)O1)c1ccc(F)cc1 | 4.6 | -6.4
7 | CCC(=O)N1CC2(CN(Cc3ccc(Cl)cc3)C2)c2c(n(C)c3cc(OC)ccc23)[C@@H]1CO | -0.4 | -23.0
39 | Cc1ccc(N/N=C/C=C/c2ccco2)cc1 | -172.9 | .
